GLP1R inv ag = inverse agonists of human GLP-1 receptor | 1.6% of 410,000 active | HEK293 GLP-1R CRE-luciferase, luminescence, 24 h; GLP-1R form is constitutively active | Potency, µM (top dose mostly 38.3 µM), inactives show at the highest dose activity change, negative = inhibition, hits mostly inhibitors | P43220 | AID 624417; further: potency means the concentration at half of the fitted maximal effect; on the % scale 0 is the no-effect control and ±100 the full control effect; nearly all actives have a fitted effect of over 55% in size
Target sequence (P43220 whole entry, looked up): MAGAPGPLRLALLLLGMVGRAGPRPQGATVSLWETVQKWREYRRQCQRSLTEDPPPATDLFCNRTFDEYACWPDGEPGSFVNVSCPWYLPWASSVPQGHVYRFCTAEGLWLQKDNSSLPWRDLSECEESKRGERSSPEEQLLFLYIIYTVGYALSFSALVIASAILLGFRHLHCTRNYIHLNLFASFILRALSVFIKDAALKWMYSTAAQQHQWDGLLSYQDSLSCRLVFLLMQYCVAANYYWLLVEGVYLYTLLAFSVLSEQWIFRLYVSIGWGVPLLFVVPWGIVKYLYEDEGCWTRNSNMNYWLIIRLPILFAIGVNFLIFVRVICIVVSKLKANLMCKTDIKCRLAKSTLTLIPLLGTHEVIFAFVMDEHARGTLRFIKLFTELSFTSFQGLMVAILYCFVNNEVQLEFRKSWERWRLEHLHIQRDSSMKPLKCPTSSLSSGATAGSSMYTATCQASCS
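HEK293 cells stably co-expressing constitutively active GLP-1R and a cAMP-responsive luciferase reporter were seeded in DMEM with 10% Nu serum, given compounds after 12 h, and incubated 24 h at 37 deg C. Luminescence was then read.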
FUS yeast rescue = FUS proteinopathy suppression in yeast; S. cerevisiae FUS-expressing, growth rescue, OD600, 24 h; Potency, µM (doses to about 76.6 µM), inactives show top-dose growth rescue (activation), hits mostly activators; 0.24% of 390,000 active; AID 1347120;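 further: potency means the concentration at half of the fitted maximal effect; plate controls were DMSO vehicle for no effect and reference control for full effect; nearly all actives have a fitted effect of over 55% in size; some results filed as inactive show a strong effect at the top dose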
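Read-out: OD at 600 nm after 24hr at 30C, reporting rescue of FUS-induced yeast toxicity. Cells at OD 0.005 in galactose (2%) minimal medium; compounds tested in a dilution series; CP55940 titration from 92uM final as control.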
PTHR1 ag = PTHR1 (human) receptor agonism; 0.075% of 410,000 active; Q03431; Potency, µM (top dose mostly 115 µM), for the others: top-dose activation, usual class: activators; HEK293 GP2 PTHR1 cells, GloSensor cAMP luminescence, 1 h; further: potency means the concentration at half of the fitted maximal effect; nearly all actives have a fitted effect of over 55% in size; some results filed as inactive show a strong effect at the top dose; inactives centre near -15; many of its hits are not listed in these tables
Target sequence (Q03431 whole entry, looked up): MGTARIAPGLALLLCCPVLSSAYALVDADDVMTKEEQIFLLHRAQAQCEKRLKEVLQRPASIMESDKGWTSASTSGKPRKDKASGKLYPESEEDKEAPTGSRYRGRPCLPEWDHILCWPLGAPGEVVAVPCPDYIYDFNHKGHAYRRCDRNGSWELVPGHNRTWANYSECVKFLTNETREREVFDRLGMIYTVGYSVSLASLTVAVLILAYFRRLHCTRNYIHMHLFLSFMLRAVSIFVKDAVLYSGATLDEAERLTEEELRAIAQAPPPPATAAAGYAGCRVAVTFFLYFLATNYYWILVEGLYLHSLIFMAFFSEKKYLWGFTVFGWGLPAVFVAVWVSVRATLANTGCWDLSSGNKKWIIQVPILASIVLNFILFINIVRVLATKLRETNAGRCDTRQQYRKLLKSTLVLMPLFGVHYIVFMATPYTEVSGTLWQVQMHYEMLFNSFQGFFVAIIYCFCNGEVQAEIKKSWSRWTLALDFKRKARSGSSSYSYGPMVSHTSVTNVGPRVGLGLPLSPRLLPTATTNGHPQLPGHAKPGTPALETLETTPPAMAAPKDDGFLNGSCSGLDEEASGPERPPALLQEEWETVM
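HEK-293-derived GP2 cells expressing PTHR1 and a GloSensor cAMP reporter, 3,000/well, plated overnight, given luciferin plus IBMX (each 0.5 mM as added) for 1 h at 37 °C, then compound for 1 h at 37 °C. Luminescence was read after 15 min at room temperature.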
aSyn rescue = inhibitors of alpha-synuclein toxicity in yeast. 0.14% of 370,000 active. Yeast expressing alpha-synuclein, growth rescue, BacTiter-Glo, 24 h. AID 652106. Potency, µM (series often up to 46.1 µM), inactives show at the highest dose growth rescue (activation), usual class: activators; further: potency means the concentration at half of the fitted maximal effect; % of control where 0% means no effect; nearly all actives have a fitted effect of over 65% in size
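Galactose-induced alpha-syn yeast (OD600=0.02, raffinose-pregrown) + pinned cpd, 24 hr, 30 deg C; growth by BacTiter-Glo luminescence. Growth restoration scores as activation.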
TDP-43 yeast inh = rescues yeast growth from TDP-43 toxicity. AID 652104. Potency, µM (series often up to 46.1 µM), for the others: at the top dose growth rescue (activation), most hits filed as activators. 1.8% of 410,000 active. TDP-43 expressing yeast growth rescue, BacTiter-Glo, 24 h; further: potency means the concentration at half of the fitted maximal effect; % of control where 0% means no effect; nearly all actives have a fitted effect of over 50% in size
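Luminescence from BacTiter-Glo reports growth of TDP-43-expressing yeast after 24 hr at 30 deg C with compound. Cells were raffinose-pregrown to mid-log, then seeded in galactose medium at OD600=0.02.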
Mm-Cpn inhibitor = M. maripaludis TRiC chaperonin inhibition; purified Mm-Cpn ATPase, ADP Transcreener TR-FRET; Potency, µM (doses to about 76.9 µM), for inactives: at the top dose activity, negative = inhibition, usual class: inhibitors; 0.031% of 330,000 active; further: potency means the concentration at half of the fitted maximal effect; on the % scale 0 is the no-effect control and ±100 the full control effect; nearly all actives have a fitted effect of over 80% in size
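Reaction buffer contained 30 mM Tris pH 7.4, 100 mM KCl, 5 mM MgCl2 and 1 mM DTT. Mm-CPN (25 nM final) hydrolysed 10 uM ATP over 30 min at 37°C; ADP was read by HTRF.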
Akt phos inh = blocks phosphorylation of Akt; Neuro2A IGF-stimulated pAkt S473 HTRF, 20 min; stronger effect = lower value; activity change, % for hits at 50 µM; 0.32% of 360,000 active; AID 651550; in the data active means activity change below about -80%; inconclusive means mostly about -51% to -80%; further: on the % scale 0 is the no-effect control and ±100 the full control effect
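Neuro2A cells in DMEM with 0.5% FBS, overnight at 37 deg C, given compound at single 50 µM final, then IGF (6 nM final) for 20 min at 37 deg C. Lysed; phospho-Akt Ser473 by HTRF after 24 h, 665/615 ratio.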
Abeta yeast res = A-beta toxicity reversal in yeast; yeast expressing A-beta42, growth rescue, OD600, 48 h; response scale: 0% DMSO, 100% iron-clioquinol control; Potency, µM (titrated, usually from 46.1 µM), inactives show top-dose growth rescue, usual class: activators; 0.063% of 410,000 active; AID 1347071; further: potency means the concentration at half of the fitted maximal effect; nearly all actives have a fitted effect of over 55% in size
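Growth rescue measured by 600 nm absorbance after 48 h yeast culture at 30 C with compound. Values normalized between DMSO and an equimolar ferric chloride plus clioquinol control.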
GLP1R cytotox = cytotoxicity counter-screen for GLP-1 receptor inverse agonists; HEK293 cAMP-luciferase reporter cells, luminescence, 24 h; Potency, µM (titrated, usually from 38.3 µM), for inactives: at the highest dose activity change, negative = inhibition, usual class: inhibitors; 0.13% of 410,000 active;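 further: loss of luciferase light is scored as toxicity; potency means the concentration at half of the fitted maximal effect; on the % scale 0 is the no-effect control and ±100 the full control effect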
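Luminescence readout: signal drop marks cytotoxicity. Plated cells grew 12 h at 37 °C, 5% CO2, received 23 nL compound for 24 h, then got luciferase reagent, read after 12 min at RT.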
* = called active by the depositor; i = inactive; u = inconclusive; x = no result given; & = joins results of further samples; [ ] = dose if it differs, or a comment. Unless noted, the call rests on the fitted dose curve; in most records, active means well fitted curve in the direction sought with a large enough effect; inconclusive means small, poorly fitted or top-dose-only effect, or another doubt; inactive means no such curve, though single readings can be large; an effect the other way counts as inactive or inconclusive.

SMILES	GLP1R inv ag	FUS yeast rescue	PTHR1 ag	aSyn rescue	TDP-43 yeast inh	Mm-Cpn inhibitor	Akt phos inh	Abeta yeast res	GLP1R cytotox
Cc1c(C(=O)NNS(=O)(=O)c2ccccc2)sc(=S)n1C	6%	x	-9%	-5%	4%	-1%	i	-15%	-1%
CCCNS(=O)(=O)c1cc(Cl)ccc1OC	2%	-13%	i	-8%	-10%	-3%	i	-24%	-2%
O=C(O)C(CC1CCCCC1)N1CCS(=O)(=O)CC1 (configuration not stated)	6%	4%	-1%	-4%	-10%	1%	i	-2%	1%
COc1ccc(NC(=O)c2sc(SCc3ccccc3)nc2N)cc1	u	29%	-6%[57.5 µM]	-13%	19%	0%	i	7%	-6%
N/C(=N\OC(=O)COc1ccc2ccccc2c1)c1ccncc1	u	-35%	-38%[inhibitor]	-2%	-9%	1%	i	-9%	10%
Cc1ccc(C(C(=O)NC2CCCC2)N2CCc3ccccc32)cc1 (configuration not stated)	-19%	-17%	i	-9%	18%	0%	i	-3%	-3%
O=C(COC(=O)C1CC(=O)N(Cc2ccccc2)C1)Nc1ccc([N+](=O)[O-])cc1Br (configuration not stated)	-5%	4%	i	6%	u	x	i	16%	-22%
CCCCn1nnnc1SCC(=O)NNC(=O)c1ccco1	3%	10%	-5%	-2%	-10%	0%	i	-12%	-7%
COc1ccc(OC)c(-c2noc(N3CCN(c4ccc(C(C)=O)cc4)CC3)n2)c1	10%	5%	-41%[inhibitor]	x	1%	x	x	-18%	3%
O=C(NCCSCc1ccccc1)c1ccc(Cl)c(S(=O)(=O)N2CCOCC2)c1	11µM*	29%	-95%[inhibitor]	-1%	-4%	1%	i	-5%	-9%
CCOC(=O)CSc1nc(N)c(C#N)cc1C#N	108%[activator]	-11%	-19%	9%	-4%	-2%	i	1%	7%
Cc1ccc(C)c(NC(=O)CSc2nc(=O)n(CCN3CCOCC3)c3c2CCC3)c1	-1%	0%	i	x	19%	x	x	-4%	2%
CCN(CC)CCNC(=O)c1ccc2nc(CCc3ccccc3)oc2c1	u	15%	-9%	x	16%	x	x	-8%	3%
O=C(O)c1ccc(CN2C(=O)c3ccc(C(=O)O)cc3C2=O)cc1	15%	13%	i	1%	15%	0%	i	-3%	5%
CN1C(=O)C(=O)/C(=C(/O)c2ccccc2)C1c1ccc(Br)cc1 (configuration not stated)	-5%	16%	-9%	-3%	10%	0%	i	-21%	-4%
Cc1nc2ccc(S(=O)(=O)N(C)CC(=O)Nc3ccc(C(C)C)cc3)cc2s1	12%	24%	-49%[inhibitor]	x	10%	x	x	-13%	-8%
Cc1ccc(C2=Nc3ccc(Br)cc3C(c3ccncc3)=NN2)cc1	u	5%	-21%	-6%	2%	0%	i	-15%	0%
Cn1c(=O)c(C(=O)COC(=O)c2cc(C3CC3)nc3ccccc23)c(N)n(Cc2ccccc2)c1=O	u	u	1%	15%	-10%	-14%	i	-13%	4%
O=S(=O)(CCN1CCCCC1)CCS(=O)(=O)CCN1CCCCC1	44%[activator]	18%	-6%	-3%	-24%	x	i	-15%	0%
CC(C)[C@H](NC(=O)N1CC(=O)Nc2ccccc21)C(=O)N[C@@H](Cc1ccccc1)C(=O)O	7%	8%	-18%	-1%	11%	2%	i	-9%	2%
Cc1ccc(C2=CC(c3ccc(C)cc3)n3ncnc3N2)cc1 (configuration not stated)	17%	14%	i	u	16µM*	x	i	u	-15%
Cc1nc2cc(Cl)ccc2n1-c1ccccc1	u	12%	-5%	-2%	13µM*	x	i	15%	4%
CCOc1cc(CNS(=O)(=O)c2ccc3c(c2)C(C)(C)C(=O)N3)cc(OCC)c1OCC	-1%	16%	i	x	13%	x	x	-8%	-6%
C/C(=N\NC(=O)c1cc(-c2ccncc2)nc2ccccc12)c1ccc(N2CCOCC2)cc1	u	12%	i	0%	-3%	2%	i	-17%	16%
CCc1cccc(NC(=O)Cn2c(=O)c(C(F)(F)F)nc3ccccc32)c1	4%	10%	i	x	16%	x	x	-12%	8%
SMILES	GLP1R inv ag	FUS yeast rescue	PTHR1 ag	aSyn rescue	TDP-43 yeast inh	Mm-Cpn inhibitor	Akt phos inh	Abeta yeast res	GLP1R cytotox
COc1ccc(/C=C/C(=O)Nc2ccccc2C(F)(F)F)cc1OC	22%	31%	-1%	2%	-2%	0%	i	-2%	-3%
COc1ccc(CNC(=O)Cn2c(=O)oc3cc(S(=O)(=O)N4CCCCCC4)ccc32)cc1	-31%	u	-26%	x	5%	x	x	3%	3%
CCOC(=O)C1=C(Nc2ccc(Br)cc2)CC(C)(O)C(C(=O)OCC)C1c1ccccc1 (configuration not stated)	0%	21%	-3%	-10%	-15%	-5%	i	-22%	11%
CCN(CC)C(=O)c1ccc(NS(=O)(=O)c2ccc3[nH]c(=O)[nH]c3c2)cc1	11%	x	i	3%	16%	-17%	i	6%	-2%
CN(Cc1cccc(F)c1)C(=O)Cc1ccc(S(=O)(=O)N2CCOCC2)s1	1%	8%	-7%	-1%	17%	-3%	i	3%	-6%
CN1CCN(C(=O)NC2CCCCC2)CC1	-12%	8%	-35%[inhibitor][57.5 µM]	-6%	-25%	0%	i	7%	0%
CCCC(C)C(=O)Nc1cc([N+](=O)[O-])ccc1Cl (configuration not stated)	19%	-14%	i	-1%	u	0%	i	5%	6%
O=C(CN1CCCC1)NCC(=O)Nc1ccc(F)cc1	7%	-1%	i	8%	x	1%	i	-2%	3%
COC(=O)c1cc2ccccn2c2c(C(=O)OC)c(C(=O)OC)cc1-2	0%	-14%	-12%[57.5 µM]	1%	1%	-1%	i	6%	-14%
O=C1CCCc2c1oc1c2CCCC1	7%	-4%	i	-1%	-15%	x	i	1%	-13%
COC(=O)CCC(C)N1CCC(Oc2ccc(C(=O)N3CCCC3)cc2)CC1 (configuration not stated)	-4%	11%	-7%	-4%	-9%	0%	i	0%	-21%
CN(C)c1cccc(NC(=O)c2ccco2)c1	50%[activator]	4%	i	1%	2%[0.397 µM]	-4%	i	2%	2%
O=C(Oc1ccc2ccccc2c1)c1ccccc1	91%[activator]	19%	-4%[57.5 µM]	-19%	-3%	0%	x	-10%	19%
N#CCCN(C(=O)Cn1nc(C(=O)O)c2ccccc2c1=O)c1ccccc1	-3%	9%	i	-8%	-18%	2%	i	-16%	12%
COc1ccc(C2(CNC(=O)c3cccc([N+](=O)[O-])c3)CCOCC2)cc1	13%	6%	i	-4%	-3%	1%	i	3%	6%
O=C(NCc1ccccn1)C(=O)NCc1ccccn1	0%	19%	i	5%	-16%	2%	i	4%	-7%
COC(=O)c1ccccc1SC1CC(=O)N(c2cccc(C)c2)C1=O (configuration not stated)	14%	7%	i	5%	15%	1%	i	28%	4%
O=C(NNS(=O)(=O)c1ccc(Br)cc1)c1csnn1	5%	14%	i	1%	-5%	1%	i	u	1%
COc1ccc(CCNC(=O)c2cc(-c3cc(C)ccc3O)n[nH]2)cc1OC	9%	30%	-82%[inhibitor][57.5 µM]	-10%	-11%	1%	i	-17%	-11%
Cc1c(C(=O)Nc2ccc(Cl)cc2)c2ccccn2c1C(=O)c1ccc(F)cc1	7%	-2%	i	1%	13%	-3%	-110%*	15%	-13%
O=C(NN1CCOCC1)c1ccc(Cl)c([N+](=O)[O-])c1	4%	-6%	i	-1%	-10%	1%	i	11%	0%
COc1ccc(/C=C2\SC(=S)N(CCCCCC(=O)Nc3cc(C)on3)C2=O)cc1OC	10%	x	-13%	-2%	18%	-1%	i	-3%	-2%
CCO[C@@H]1OC(C(=O)Nc2ccccc2)=C[C@H](c2ccc(C(F)(F)F)cc2)[C@H]1CCCO	4.5µM*	u	-36%[inhibitor]	0%	13µM*	x	i	u	-13%
CCN(CC)CCn1c(=N)n(CC(=O)c2ccc(Br)s2)c2ccccc21	2.8µM*	8%	i	-2%	2%	-5%	i	-12%	u
O=C1C2C(C(=O)N1Cc1ccco1)C1C=CC2C12CC2 (configuration not stated)	6%	19%	i	4%	-30%	1%	i	-13%	-1%

Only TDP-43 yeast inh, for some of the entries so far:
SMILES,TDP-43 yeast inh
CN(Cc1cccc(F)c1)C(=O)Cc1ccc(S(=O)(=O)N2CCOCC2)s1,17%
CN1CCN(C(=O)NC2CCCCC2)CC1,-25%

Further compounds
SMILES	GLP1R inv ag	FUS yeast rescue	PTHR1 ag	aSyn rescue	TDP-43 yeast inh	Mm-Cpn inhibitor	Akt phos inh	Abeta yeast res	GLP1R cytotox
CNC(=O)Nc1cccc(-c2cc(-c3c(Cl)cccc3Cl)no2)c1	u	33%	-6%	-39%[inhibitor]	-93%[inhibitor]	1%	i	-73%[inhibitor]	-16%
N#Cc1ccc(CSC2=NCCN2)cc1	u	21%	u	-5%	-17%	1%	i	-20%	-29%
C=CCNC(=O)/C=C/c1ccc(C(C)C)cc1	6%	4%	i	1%	u	0%	i	28%	-10%[1.53 µM]
O=C(OCC(=O)N1CCc2ccccc2C1)c1ccc(O)cc1	11%	-6%	-15%	1%	20%	1%	i	-3%	-5%
Cc1cccc(OCCNC(=O)c2ccc(Cl)c(S(=O)(=O)NCc3cccnc3)c2)c1	u	-13%	-36%	3%	-25%	0%	i	-9%	-28%
NC(=O)c1ncn([C@@H]2O[C@H](CO)[C@@H](O)[C@H]2O)n1	-19%	-24%	-3%	5%&-4%	14%	3%	i	-17%	-20%
CCOC(=O)c1cnc2ccc(OC)cc2c1NCCc1ccc(OC)c(OC)c1	-12%&13%	-6%&19%	-79%&-39%[inhibitor]	2%	19%&14%	3%	i	0%&3%	5%

Screens from PubChem.

Not all compounds are listed; count on the stated rates, not on these rows.
